Bioassay records: PubChem BioAssay, several laboratories
Mac1 fbg enh – enhancers of human CD11b/CD18 binding to fibrinogen. P05107+P11215. K562 CD11b/CD18 adhesion to fibrinogen, ATPlite luminescence. activation, % at 10 µM. hit rate 0.07% among 93,000;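 active = 10 µM primary screen giving 50% or more activity, confirmed by 40% or more on retest at that dose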; note: strong numbers were not always called active
Mac1 fbg inh – CD11b/CD18-fibrinogen binding inhibition; P05107+P11215; inhibition, % at 10 µM; K562 CD11b/CD18 adhesion to fibrinogen, ATPlite luminescence; Mn2+ added to activate the integrin; hit rate 0.54% among 93,000;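 active = primary inhibition of 50% or more at 10 µM, then 40% or more on retest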; note: some results filed as inactive read as strong as hits
H69AR inhibit – blocks growth of human H69AR lung tumor cells. H69AR lung tumor viability, ATP luminescence, 72 h; active compounds read low. viability, % at 10 µM. hit rate 6% among 85,000;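 active = viability at or below 40%; inactive = viability above 40%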;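 note: multidrug resistant small cell line overexpressing MRP-1 efflux transporter; 100% = mean luminescence of untreated control wells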
CYP2C19 activ – activators of human cytochrome P450 2C19 | P33261 | recombinant CYP2C19, luciferin-H EGE luminescence; active compounds read high; 0 = fully inhibited enzyme, 1 = untreated enzyme | activation factor at 5 µM | 96,000 tested, under 10 active | AID 1025;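 active = activation factor of at least 2 at 5 µM in the primary screen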;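 note: 0 = wells with 2.5 mM tranylcypromine and 1 = vehicle-only wells; values of inactives mirror those of a sister screen read the other way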
Target sequence (P33261 whole entry, looked up): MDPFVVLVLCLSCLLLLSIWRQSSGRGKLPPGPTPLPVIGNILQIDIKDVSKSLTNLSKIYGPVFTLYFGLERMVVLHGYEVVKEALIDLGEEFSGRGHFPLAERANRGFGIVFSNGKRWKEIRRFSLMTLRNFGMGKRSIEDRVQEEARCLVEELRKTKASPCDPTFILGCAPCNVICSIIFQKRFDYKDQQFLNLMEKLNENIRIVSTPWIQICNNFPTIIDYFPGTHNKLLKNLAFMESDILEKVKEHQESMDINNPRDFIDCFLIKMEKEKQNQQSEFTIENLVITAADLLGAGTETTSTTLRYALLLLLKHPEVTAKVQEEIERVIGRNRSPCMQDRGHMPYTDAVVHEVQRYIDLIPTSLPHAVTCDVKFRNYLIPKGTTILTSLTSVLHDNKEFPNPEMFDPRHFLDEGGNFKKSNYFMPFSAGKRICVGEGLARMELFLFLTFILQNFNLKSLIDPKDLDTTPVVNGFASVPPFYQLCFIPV
CYP2C19 inhib – blocks human cytochrome P450 2C19 | P33261 | CYP2C19 Supersomes, luciferin-H EGE luminescence, 30 min | inhibition, % at 5 µM | hit rate 21% among 96,000;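 active = CYP2C19 inhibition above a set limit at 5 µM in the primary screen, cut at about 50% in these data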;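 note: plate controls were negative control wells for no effect and 2.5 mM tranylcypromine positive control for full effect; values of inactives mirror those of a sister screen read the other way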
Fibroblast inh – blocks proliferation of human lung fibroblasts; LL 47 human lung fibroblast viability, ATP luminescence; active compounds read low; viability, % at 10 µM; hit rate 1.1% among 85,000; AID 719;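 active = viability at or below 50% in the single dose screen; inactive = viability above 50%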;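 note: compound exposure lasted 72 h before the ATP readout; 100% = median luminescence of untreated cell-only wells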
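material = human LL 47 lung fibroblast cells | dosing = compounds added from tenfold dosing solution, 0.1% DMSO final | timing = overnight cell rest, 72 h compound treatment at 37 °C | measured by = CellTiter-Glo luminescence measuring cellular ATP | evaluation = % viability versus median cells-only luminescence | control set = cell-only wells, no compound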
HUVEC inhibit – inhibitors of human endothelial cell proliferation; HUVEC proliferation, CellTiter-Glo luminescence, 72 h; active compounds read low; viability, % at 10 µM (by protocol); hit rate 1.1% among 86,000; AID 648;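 active = viability at or below 30%; inactive = viability above 30%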;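 note: 100% = median luminescence of DMSO-only cell control wells on each plate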
ERa coact pot – ER-alpha (human) coactivator binding potentiation; coactivator binding (% of control), % at 25.6 µM; hit rate 1.3% among 86,000; AID 639; TR-FRET ERalpha-LBD/SRC-Cy5 coactivator binding, 2 h; 100 = basal binding, no effect; in the data active = activity above about 200%;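 note: binding measured in presence of low estradiol as agonist stimulus; 0% = peptide alone without receptor and 100% = receptor with peptide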
Target sequence (P03372 whole entry, looked up, the tested form may be a part): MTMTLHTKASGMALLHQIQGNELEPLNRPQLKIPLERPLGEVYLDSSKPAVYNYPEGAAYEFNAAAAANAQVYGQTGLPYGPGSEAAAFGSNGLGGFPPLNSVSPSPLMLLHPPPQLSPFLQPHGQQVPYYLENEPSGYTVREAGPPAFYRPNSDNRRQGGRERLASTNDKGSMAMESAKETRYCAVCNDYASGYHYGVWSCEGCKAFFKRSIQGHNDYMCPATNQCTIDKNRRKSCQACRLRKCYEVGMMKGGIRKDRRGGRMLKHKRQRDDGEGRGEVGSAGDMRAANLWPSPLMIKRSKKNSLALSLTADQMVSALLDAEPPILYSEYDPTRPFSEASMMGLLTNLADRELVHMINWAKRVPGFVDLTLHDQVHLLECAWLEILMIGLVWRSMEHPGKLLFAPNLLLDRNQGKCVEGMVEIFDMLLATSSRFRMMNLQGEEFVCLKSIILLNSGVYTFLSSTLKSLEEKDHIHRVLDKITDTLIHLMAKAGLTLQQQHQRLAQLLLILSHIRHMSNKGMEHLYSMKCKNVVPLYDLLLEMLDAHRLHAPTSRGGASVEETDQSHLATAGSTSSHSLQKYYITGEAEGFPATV
ERa coact inh – blocks coactivator binding to human estrogen receptor alpha; P03372; TR-FRET ER-alpha LBD / SRC-1 peptide, estradiol-bound; inhibition, % at 25.6 µM; hit rate 1.7% among 86,000; AID 629; in the data active = inhibition above about 50%;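 note: 0% = receptor plus peptide control and 100% = peptide only without receptor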
An asterisk follows results filed as active; . = not tested or not shown; [ ] = dose if it differs, or a comment. An unsorted share of the library; 26% or so of the library scored in one or more.

SMILES	Mac1 fbg enh	Mac1 fbg inh	H69AR inhibit	CYP2C19 activ	CYP2C19 inhib	Fibroblast inh	HUVEC inhibit	ERa coact pot	ERa coact inh
O=C(Nc1ccc(CN2CCOCC2)cc1)c1cc2ccccn2n1	1	21	90	1	-2	99	101	108	-4
CCOc1ccc(Cl)cc1S(=O)(=O)n1nnc2ccccc21	-3	6	67	0	98*	98	67	84	41
Cc1nnc(SCC(=O)Nc2ccc(N3CCOCC3)cc2)o1	0	-28	79	1.1	-9	103	95	99	-12
CCn1c(Cc2ccc(OC)cc2)nnc1SCC(=O)N1CCN(c2ccccc2)CC1	-1	11	69	0.5	48	106	101	591*[fluorescence artefact?]	-8
O=C(O)c1ccc(N2CCCCC2)cc1	0	10	98	1.1	-13	98	85	86	-5
Cc1c(C(=O)NCC2COc3ccccc3O2)oc2ccc(S(=O)(=O)N3CC(C)CC(C)C3)cc12 (stereo not drawn)	1	36	73	0.8	15	85	86	126[fluorescence artefact?]	0
CC(C)[C@H](NC(=O)Nc1ccc(S(N)(=O)=O)cc1)C(=O)O	-5	-5	100	1	-1	100	100	116	-4
O=C(NC1CCCCCC1)C1c2ccccc2C(=O)N1C1CC1 (stereo not drawn)	-2	-15	99	1	-3	97	99	116	-2
O=C(Nn1c(=O)[nH]c2ccccc2c1=O)c1ccco1	-2	-1	100	1.1	-14	104	98	109	1
Cc1ccc(-c2noc(CSc3nnc(CCc4ccccc4)n3-c3ccccc3)n2)cc1	3	35	74	0.2	83*	97	98	86	3
O=C(COC(=O)c1ccc2ccccc2n1)Nc1ncc(C(F)(F)F)cc1Cl	0	2	71	0.4	58*	90	74	105	-4
CCCCCOc1ccc(/C=c2\sc3ncnn3c2=O)cc1	-4	13	88	1	-3	99	100	118	1
O=S(=O)(CCOc1ccccc1)c1nc2ccccc2[nH]1	0	-24	0.3*	0.3	73*	85	78	121	-1
Cn1c(=N)n(CC(O)c2ccccc2)c2ccccc21 (stereo not drawn)	0	2	81	1.1	-12	99	91	96	9
COCCCn1c(Cc2csc(Nc3ccc(F)cc3)n2)nnc1SCC(N)=O	2	-23	.	1	1	.	.	.	.

An excerpt from above in order of the Mac1 fbg inh value, falling.
SMILES	Mac1 fbg inh
O=C(O)c1ccc(N2CCCCC2)cc1	10
CCOc1ccc(Cl)cc1S(=O)(=O)n1nnc2ccccc21	6
CC(C)[C@H](NC(=O)Nc1ccc(S(N)(=O)=O)cc1)C(=O)O	-5

Remaining list, next part
SMILES	Mac1 fbg enh	Mac1 fbg inh	H69AR inhibit	CYP2C19 activ	CYP2C19 inhib	Fibroblast inh	HUVEC inhibit	ERa coact pot	ERa coact inh
CCOC(=O)c1ccc(NC(=O)c2ccc(CN3CCOCC3)cc2)cc1	-1	70	88	1.1	-5	95	90	90	3
COc1ccccc1C(=O)N1CCN(c2ccccn2)CC1	.	.	99	0.7	32	92	87	114	1
CCOC(=O)C1=C(C)N(C)C(=O)NC1c1c(C)nn(-c2ccc(C)cc2)c1Cl (stereo not drawn)	1	5	31*	0.2	83*	90	88	113[fluorescence artefact?]	8
CCc1ccccc1NC(=O)CSC1=C(C#N)C(c2ccc3c(c2)OCO3)C2=C(CCCC2=O)N1 (stereo not drawn)	0	2	92	0.5	51*	91	92	114	-6
Cn1c(SCC(=O)NC2CC2)nnc1-c1cccc(NC(=O)c2ccccc2F)c1	.	.	94	0.8	24	105	108	99	-6
O=C(CSCc1c(F)cccc1Cl)NCc1ccco1	-2	-34	.	0.8	22	99	93	120	-4
Cc1cc(C)c2cc(C#N)c(N3CCCC3)nc2c1	3	-12	88	0.8	18	106	95	119	51*[fluorescence artefact?]
CCNC(=O)CN1C(=O)NC(CCc2ccccc2)C1=O (stereo not drawn)	-1	-8	92	1	-5	91	89	102	-12
COc1ccc(C(=O)NC(CC(C)C)C(=O)O)cc1OC (stereo not drawn)	3	-31	92	1.1	-7	98	92	111	-2
COCCCNC(=O)c1ccc(-n2nc(C(F)(F)F)cc2-c2cccs2)cc1	-2	-3	.	0.5	53*	.	.	.	.
C=CCn1c(N)c(C(=O)NCc2cccnc2)sc1=S	-4	0	103	0	96*	98	85	79[fluorescence artefact?]	3
CNc1nc(Oc2ccccc2C(=O)OC)nc(SC)n1	-2	11	101	0.5	49	104	107	91	8
COC(=O)CSc1nnc(-c2sc3ccccc3c2Cl)o1	-1	1	.	1	4	.	.	.	.
CC(=O)Cc1ccccc1OCC(=O)O	-4	0	106	0.8	23	88	95	134	0
CCOc1cc(-c2c(C#N)c(N)nc3c2CCCC3)ccc1O	-2	10	70	0.4	61*	104	102	101	2

Reprinted from the part before: 2 entries, then new ones.
SMILES	Mac1 fbg enh	Mac1 fbg inh	H69AR inhibit	CYP2C19 activ	CYP2C19 inhib	Fibroblast inh	HUVEC inhibit	ERa coact pot	ERa coact inh
CC(=O)Cc1ccccc1OCC(=O)O	-4	0	106	0.8	23	88	95	134	0
CCOc1cc(-c2c(C#N)c(N)nc3c2CCCC3)ccc1O	-2	10	70	0.4	61*	104	102	101	2
CCOC(=O)c1sc(NCC2CCCO2)nc1C (stereo not drawn)	-2	-9	88	0.6	44	100	107	94	4
Cc1ccccc1Cn1cc(/C=N/n2cnnc2)c2ccccc21	1	4	66	0.1	91*	87	86	77[fluorescence artefact?]	3
COc1cc(C(=O)Nc2nccs2)cc(OC)c1OC	-4	-12	84	0.8	18	114	113	114	-2
CC(C)(C)c1cc(C(F)(F)F)c(C#N)c(=O)[nH]1	-4	3	102	1	-5	96	97	99	-7
CCn1c(=O)c2c3c(sc2n(C)c1=O)CCC3	4	7	88	1	1	95	105	80	-1
COc1cccc(C(c2sc3ncnn3c2O)N2CC(C)OC(C)C2)c1 (stereo not drawn)	0	4	.	0.5	46	.	.	.	.
COc1ccc2[nH]c(=O)c(CN(CC3CCCO3)C(=O)Nc3ccccc3)cc2c1 (stereo not drawn)	-1	4	60	0.7	33	96	85	90	0
O=C(CSc1nc2ccccc2c(=O)n1Cc1ccco1)NCc1ccco1	.	.	85	.	.	100	102	95	15
O=C(Nc1ccccc1Cl)c1cccc(NS(=O)(=O)c2ccccc2)c1	-4	9	.	0.1	89*	.	.	.	.
CC1CCCCN1CCCNC(=O)C1CCN(c2nc3ccccc3o2)CC1 (stereo not drawn)	-4	-6	98	0.9	14	88	89	132	-11
Cn1c(=O)c2c(nc(OCc3cccnc3)n2Cc2c(F)cccc2Cl)n(C)c1=O	2	-4	61	0.8	17	84	86	94	-5
CCOC(=O)c1ccc(NC(=O)c2ccc(C)c(S(=O)(=O)N3CCOCC3)c2)cc1	-8	84*	86	0.7	26	91	61	95	-5
COc1ccc(/C=C2\CCCC3C2=NN(C(=O)COC(=O)CNC(=O)c2ccccc2)C3c2ccc(OC)cc2)cc1 (stereo not drawn)	-2	3	.	0.8	23	.	.	.	.
COc1ccc(N2C(=O)CC(N3CCN(c4ccccc4F)CC3)C2=O)cc1 (stereo not drawn)	1	-17	92	1	-3	99	104	91	1
Cc1cccc(/N=C/c2c(O)cc(C)oc2=O)n1	-3	-4	98	1.1	-15	95	100	67	31[fluorescence artefact?]

In the list so far, 4 contain an NH in an aromatic ring:
SMILES	Mac1 fbg enh	Mac1 fbg inh	H69AR inhibit	CYP2C19 activ	CYP2C19 inhib	Fibroblast inh	HUVEC inhibit	ERa coact pot	ERa coact inh
O=C(Nn1c(=O)[nH]c2ccccc2c1=O)c1ccco1	-2	-1	100	1.1	-14	104	98	109	1
O=S(=O)(CCOc1ccccc1)c1nc2ccccc2[nH]1	0	-24	0.3*	0.3	73*	85	78	121	-1
CC(C)(C)c1cc(C(F)(F)F)c(C#N)c(=O)[nH]1	-4	3	102	1	-5	96	97	99	-7
COc1ccc2[nH]c(=O)c(CN(CC3CCCO3)C(=O)Nc3ccccc3)cc2c1 (stereo not drawn)	-1	4	60	0.7	33	96	85	90	0

Following part:
SMILES	Mac1 fbg enh	Mac1 fbg inh	H69AR inhibit	CYP2C19 activ	CYP2C19 inhib	Fibroblast inh	HUVEC inhibit	ERa coact pot	ERa coact inh
CC1Cc2nc(SCC(=O)Nc3nccs3)n(C)c(=O)c2S1 (stereo not drawn)	0	-10	73	1	0	95	84	58[fluorescence artefact?]	45
CN(C)CCNC(=O)c1ccccc1-c1ccccc1	0	-26	99	1	-4	101	97	130	-2
OC1(c2ccc(Br)cc2)CCNCC1	2	4	94	0.9	5	97	87	118	-15
COc1c2c(nc3occc13)C(CC=C(C)C)(OC)C(OC(C)=O)CC2 (stereo not drawn)	.	.	78	.	.	91	96	99	-11
CCC1CCCCN1Cc1ccc(OC)c(C)c1 (stereo not drawn)	-5	-7	97	0.9	12	107	88	112	-6
COC(=O)C1(C)NC(c2cccs2)C2C(=O)N(c3ccccc3F)C(=O)C21 (stereo not drawn)	.	.	100	.	.	98	104	117	-7
O=C(CN1CCN(c2ccc(Cl)cc2)CC1)c1ccc2c(c1)OCO2	.	.	72	1.1	-9	96	100	112	-7
CCC(=O)c1ccc(OCC(O)CN2CCN(c3cccc(C(F)(F)F)c3)CC2)cc1 (stereo not drawn)	-4	9	80	0.7	26	102	98	105	-9
CCC(NC(=O)NCCCn1ccnc1)(C(F)(F)F)C(F)(F)F	0	-9	102	0	97*	96	99	95	2
COc1ccccc1N1CCN(C(=O)CSc2nc(N)cc(=O)[nH]2)CC1	1	0	98	1	0	93	83	111	10
COc1cccc(C(=O)Nc2nnc(-c3cccs3)s2)c1	-5	6	.	0.7	30	.	.	.	.
COc1ccccc1CNC(=O)c1nn(-c2ccc(C)cc2)c(=O)c2c1c1ccccc1n2C	53	-2	5.2*	0.8	21	62	71	112	-1
COC(=O)c1ccc(C(=S)N2CCOCC2)cc1	-2	-10	98	0.9	13	100	98	136	-13
Cc1ccc(NC(=O)CCc2ccc(S(=O)(=O)N3CCOCC3)cc2)c(C)c1	2	-48	.	0.5	51*	.	.	.	.
C=CCn1c(SCC(=O)Nc2cc(NC(C)=O)ccc2OC)nnc1-c1cccnc1	-2	-11	101	0.9	14	.	100	97	-10
O=C1c2ccccc2C(=O)C12OC(c1ccccc1)C1(C(=O)c3ccccc3C1=O)C2c1ccc([N+](=O)[O-])cc1 (stereo not drawn)	.	.	93	.	.	88	88	90	14[fluorescence artefact?]
N#Cc1c(-c2ccco2)cc(C2CC2)nc1SCC(=O)c1ccccc1	4	-5	95	0.8	16	83	43	191	5[fluorescence artefact?]
Cc1cc(=O)[nH]c(SCc2nc3ncccn3c2Br)n1	1	-35	84	1	0	87	81	108	4
COC(=O)c1ccccc1NC(=O)CN1CCC(NC(=O)c2ccccc2C)CC1	0	0	86	0.2	82*	98	88	117	5
N#Cc1ccc(COC(=O)c2ccc3c(=O)[nH]c(CN4CCOCC4)nc3c2)cc1	2	-25	99	1.1	-14	99	100	101	2[fluorescence artefact?]
CCN(CC)S(=O)(=O)c1ccc2[nH]cc(C(=O)NCCN3CCCCC3C)c(=O)c2c1 (stereo not drawn)	-3	-19	96	1.1	-10	99	92	113	5
CC(=O)NCC(=O)OCC(=O)c1ccc2ccccc2c1	-4	0	87	1	-2	96	83	108	-5
CCSc1nnc(NC(=O)CSc2c(Cl)cccc2Cl)s1	0	-10	73	0.9	10	93	96	90	1
